TEAD-YAP block: TEAD-YAP interaction inhibition, primary screen, TEAD-YAP interaction inhibitor project, luminescence, HEK-TIYL cells; TEAD-Gal4/YAP UAS-luciferase luminescence; 640,000 compounds, 1.4% hits; inhibition, % at 9.12 µM; AID 1259422, 2018; in the data active means inhibition above about 32%;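 further: 0% = median of test compound wells and 100% = reference inhibitor wells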
FBW7 activator: FBW7 E3 ligase activators, primary screen, biochemical, AlphaScreen, human; F-box/WD repeat-containing protein 7 (Homo sapiens), Q969H0; 650,000 compounds, 0.13% hits; normalized activity (activation), % at 26.1 µM; AID 1259310, 2017; AlphaScreen FBW7–phospho-cyclin E peptide binding, activator screen; in the data active means normalized activity above about 1.9%;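 further: purified mutant Fbw7 with reduced substrate affinity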
Target sequence (Q969H0 whole entry, looked up): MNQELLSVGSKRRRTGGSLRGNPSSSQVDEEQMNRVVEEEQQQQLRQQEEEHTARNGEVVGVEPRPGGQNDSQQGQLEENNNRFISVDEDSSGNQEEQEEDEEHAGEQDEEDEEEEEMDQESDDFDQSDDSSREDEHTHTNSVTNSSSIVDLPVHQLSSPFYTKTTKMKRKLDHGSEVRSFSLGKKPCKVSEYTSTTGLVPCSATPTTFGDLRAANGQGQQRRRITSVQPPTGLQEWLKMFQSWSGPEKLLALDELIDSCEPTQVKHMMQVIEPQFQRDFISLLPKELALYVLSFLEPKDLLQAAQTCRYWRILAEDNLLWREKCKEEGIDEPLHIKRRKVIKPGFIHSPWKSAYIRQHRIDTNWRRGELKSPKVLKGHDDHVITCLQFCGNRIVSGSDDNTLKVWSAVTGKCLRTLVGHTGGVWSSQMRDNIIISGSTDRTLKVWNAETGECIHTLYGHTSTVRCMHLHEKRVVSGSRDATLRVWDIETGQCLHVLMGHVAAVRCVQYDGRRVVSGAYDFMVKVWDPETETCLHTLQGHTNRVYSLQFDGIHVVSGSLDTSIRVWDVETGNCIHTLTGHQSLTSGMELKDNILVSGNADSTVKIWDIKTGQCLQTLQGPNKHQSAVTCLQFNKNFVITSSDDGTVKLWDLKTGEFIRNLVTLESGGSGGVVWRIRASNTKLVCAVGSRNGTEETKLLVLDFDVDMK
MITF primary: MITF inhibitors, primary screen, biochemical, AlphaScreen, human | AlphaScreen MITF homodimerization, bead proximity signal | inhibition, % at 2.6 µM | AID 1259374, 2018 | 650,000 compounds, 0.91% hits; in the data active means inhibition above about 50%;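 further: 0% = vehicle wells with protein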
GPR151 activ: activators of human GPR151, primary screen, cell-based, PathHunter beta-arrestin, luminescence; activation, % at 11.2 µM; 650,000 compounds, 1% hits; G-protein coupled receptor 151 (Homo sapiens), Q8TDV0; PathHunter beta-arrestin GPR151 cells; in the data active means activation above about 4.9%;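 further: 0% = median of compound wells and 100% = cells with positive control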
Target sequence (Q8TDV0 whole entry, looked up): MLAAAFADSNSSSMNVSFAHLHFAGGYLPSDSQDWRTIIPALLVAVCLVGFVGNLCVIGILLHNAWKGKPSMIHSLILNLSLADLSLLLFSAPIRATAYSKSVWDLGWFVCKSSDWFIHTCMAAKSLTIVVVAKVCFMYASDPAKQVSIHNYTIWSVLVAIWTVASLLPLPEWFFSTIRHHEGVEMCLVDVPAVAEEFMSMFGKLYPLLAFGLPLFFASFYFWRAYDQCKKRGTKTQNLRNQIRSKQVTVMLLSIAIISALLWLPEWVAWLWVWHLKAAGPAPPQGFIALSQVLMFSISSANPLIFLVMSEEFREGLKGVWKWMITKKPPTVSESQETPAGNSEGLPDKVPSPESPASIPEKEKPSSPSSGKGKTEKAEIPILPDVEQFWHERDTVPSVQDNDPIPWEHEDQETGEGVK
* hit, by the source's call; & = joins results of further samples.

SMILES | TEAD-YAP block | FBW7 activator | MITF primary | GPR151 activ
Cc1ccc(C2NC(=O)C(=O)/C2=C(/O)c2ccc(Br)cc2)cc1 (stereo unspecified) | 0 | 0.2 | 0 | 0.1
COc1cc(/C=C/C(=O)Nc2ccc(I)cc2)ccc1OCC#N | -3 | 0.0 | 12 | -0.3
OCCN1CCOCCOCCOCCN(CCO)CCOCC1 | -4 | 0.0 | -16 | 0.0
COc1cc2cc(C#N)c(N3CCCC(C)C3)nc2cc1OC (stereo unspecified) | 10 | 0.0 | 1 | 1.1
COc1cccc(CCc2nnc(CCC(=O)N(C)CC3Cc4ccccc4O3)o2)c1 (stereo unspecified) | -8 | 0.1 | 16 | -0.5
Cc1ccc(NC(=O)c2ccc(F)c(S(=O)(=O)NC3CCCC(C)C3C)c2)cc1F (stereo unspecified) | 1 | 0.1 | 1 | 3.9
COC(=O)c1cccc(NC(=O)Cc2ccccc2[N+](=O)[O-])c1C | 3 | 0.1 | 8 | 0.8
Cc1cccc(N2CC(O)=C(c3nc4ccccc4[nH]3)C2=N)c1 | 26 | 0.7 | 2 | 0.6
Cc1ccccc1-n1c(SCC(=O)NCc2ccccc2)nc2c(sc(=S)n2-c2ccccc2C)c1=O | -14 | -0.1 | -6 | 0.2
COC(=O)CCC(=O)Nc1ccccc1Cl | -6 | 0.1 | 5 | -0.2
O=C(Cn1c(=O)oc2cc(Cl)ccc21)NCCc1c[nH]c2ccccc12 | 10 | 0.1 | 8 | -0.6
CS(=O)(=O)c1cccc(N2CCN(Cc3ccc(F)cc3F)C2=O)c1 | 2 | 0.1 | -6 | 0.2
OCCNC(=S)Nc1ccc(Cl)cc1Cl | 6 | -0.1 | 6 | 1.7
Cn1c(Nc2ccccc2Cl)cc(=O)n(C)c1=O | -7 | -0.2 | 0 | 2.0
CN1c2ccccc2C(C)(C)C12CC(c1cncc(Br)c1)=NO2 (stereo unspecified) | -5 | 0.2 | -1 | 1.9

Quoted at random: three entries already listed.
SMILES | TEAD-YAP block | FBW7 activator | MITF primary | GPR151 activ
OCCNC(=S)Nc1ccc(Cl)cc1Cl | 6 | -0.1 | 6 | 1.7
CS(=O)(=O)c1cccc(N2CCN(Cc3ccc(F)cc3F)C2=O)c1 | 2 | 0.1 | -6 | 0.2
COc1cc2cc(C#N)c(N3CCCC(C)C3)nc2cc1OC (stereo unspecified) | 10 | 0.0 | 1 | 1.1

The listing continues:
SMILES | TEAD-YAP block | FBW7 activator | MITF primary | GPR151 activ
COc1ccc(/C=N/NC(=O)COc2ccccc2Br)cc1O | -16 | 0.1 | -2 | 0.8
Cc1ccc(/C=C2/C(=N)N3N=C(Cc4ccccc4)SC3=NC2=O)cc1 | -1 | 0.0 | 8 | 0.7
O=C(Nc1cnn(Cc2ccc(Cl)cc2)c1)c1cnccn1 | 0 | 0.1 | 19 | -2.0
CSc1cccc(NC(=O)CSc2cc(=O)n(C)c3ccc(Cl)cc23)c1 | -1 | -0.3 | -3 | 0.2
CC1CCCCN1CCNC(=O)CC1Oc2ccccc2NC1=O (stereo unspecified) | 3 | 0.1 | 5 | 3.4
CCOC(=O)/C(C#N)=C\N1CCc2ccccc2C1 | -43 | 0.0 | -6 | 0.0
CN(C)CCNCCOc1ccc2ccccc2c1Br | -3 | 0.7 | 59* | -0.7
c1cncc(-c2cc(N3CCc4ccccc4C3)nc(-c3ccncc3)n2)c1 | 20 | 0.2 | 11 | -0.6
Cn1c(NC(=O)Cc2cccs2)cc(=O)n(C)c1=O | 1 | 0.1 | 5 | 2.3
c1csc(CNc2nc3ccccc3n2CCN2CCCCC2)c1 | -14 | 0.1 | 15 | -1.3
COCCNC(=O)C(=O)N/N=C/c1ccc(Cl)cc1 | -2 | 0.2 | 6 | 0.7
COc1ccc(-c2nc(C)cc(Nc3ccc(N4CCOCC4)cc3)n2)cc1 | -40 | -0.1 | 17 | 2.2
CCOC(=O)CSc1nc2ccccc2c(=O)n1Cc1ccc2c(c1)OCO2 | 7 | 0.0 | 10 | 0.6
CCSc1ccccc1NC(=O)c1sc2nc(-c3ccncc3)ccc2c1N | 1 | 0.1 | 4 | -1.2
COc1ccc(S(=O)(=O)Nc2cc(C)c(O)c(S(=O)(=O)c3ccccc3)c2)cc1 | -13 | 0.1 | 43 | -0.4

Part of the list above, with values under each structure.
Every second line gives: TEAD-YAP block	FBW7 activator	MITF primary	GPR151 activ
COc1ccc(/C=N/NC(=O)COc2ccccc2Br)cc1O
→ -16	0.1	-2	0.8
c1csc(CNc2nc3ccccc3n2CCN2CCCCC2)c1
→ -14	0.1	15	-1.3
CCOC(=O)/C(C#N)=C\N1CCc2ccccc2C1
→ -43	0.0	-6	0.0
COc1ccc(-c2nc(C)cc(Nc3ccc(N4CCOCC4)cc3)n2)cc1
→ -40	-0.1	17	2.2
Cn1c(NC(=O)Cc2cccs2)cc(=O)n(C)c1=O
→ 1	0.1	5	2.3

Later entries
SMILES | TEAD-YAP block | FBW7 activator | MITF primary | GPR151 activ
COc1ccc(OC)c(C(C)NC(=O)c2ccc(C)cc2)c1 (stereo unspecified) | 5 | -0.1 | 2 | -1.4
Cc1ccc2nc(NC(=O)CSCC(=O)OCC(=O)c3ccc(Br)cc3)sc2c1 | 14 | -0.1 | 5 | -0.1
CC(=O)c1cnc2cc(-c3ccccc3)nn2c1C | -46 | 0.0 | -4 | -0.9
CC(C)CC(=O)Nc1ccc(-c2nnn(CC(=O)N3CCOCC3)n2)cc1 | -2 | 0.0 | -1 | 0.5
CCOC(=O)c1ccc(NC(=O)c2cc(OC)c(OC)c(OC)c2Br)cc1 | -7 | -0.1 | -8 | 1.2
COc1cc(-c2coc3cc(OC)c(OC)c(OC)c3c2=O)cc(OC)c1OC | -3 | 0.1 | 2 | 2.6
O=S(=O)(NS(=O)(=O)c1ccccc1)c1ccccc1 | -2 | -0.1 | -26 | 2.9
O=C(NCCO)c1cccc(-c2cncc(-c3cccc(O)c3)n2)c1 | 8 | 0.3 | -10 | -0.2
O=C(c1ccccc1F)N1CCCCCC1 | 3 | -0.1 | 13 | -0.9
COc1cccc(CN2C[C@@H]3C[C@@H](c4cccc5nonc45)N4CCC[C@@]34C2=O)c1 | 3 | 0.0 | -6 | -0.4
CCc1ccc2[nH]c3nc(N/N=C/c4cccc(O)c4)nnc3c2c1 | -8 | -0.1 | 16 | 6.7*
Cc1ccc(-c2cc(C(F)(F)F)n3nc(C(=O)Nc4ccc(C#N)cc4)cc3n2)cc1 | -2 | -0.1 | -4 | -1.0
Cc1cc(=O)oc2cc(Oc3ccc([N+](=O)[O-])cc3[N+](=O)[O-])ccc12 | -3 | 0.2 | 13 | 0.1
COc1cc(C2NC(=O)NC(C)=C2C(=O)OCCOC(C)C)cc(OC)c1OC (stereo unspecified) | -5 | 0.1 | 6 | 0.2
O=C1N=C2N(CCN3CCCCC3)c3ccccc3N2/C1=C\c1ccc([N+](=O)[O-])o1 | 2 | -0.1 | -4 | -0.1

5 structures out of the list, arranged by length of the SMILES, highest first.
SMILES | TEAD-YAP block | FBW7 activator | MITF primary | GPR151 activ
Cc1ccc(NC(=O)c2ccc(F)c(S(=O)(=O)NC3CCCC(C)C3C)c2)cc1F (stereo unspecified) | 1 | 0.1 | 1 | 3.9
COc1cc(C2NC(=O)NC(C)=C2C(=O)OCCOC(C)C)cc(OC)c1OC (stereo unspecified) | -5 | 0.1 | 6 | 0.2
COc1ccc(-c2nc(C)cc(Nc3ccc(N4CCOCC4)cc3)n2)cc1 | -40 | -0.1 | 17 | 2.2
Cc1cccc(N2CC(O)=C(c3nc4ccccc4[nH]3)C2=N)c1 | 26 | 0.7 | 2 | 0.6
COCCNC(=O)C(=O)N/N=C/c1ccc(Cl)cc1 | -2 | 0.2 | 6 | 0.7

Continued.
SMILES | TEAD-YAP block | FBW7 activator | MITF primary | GPR151 activ
O=C(NCc1cccs1)C1CCN(c2nn3cc(-c4ccc(F)cc4)nc3s2)CC1 | -51 | 0.2 | 0 | 1.4
NC(=O)COc1ccc(Nc2nnc(-c3ccccc3)c3ccccc23)cc1 | -26 | -0.1 | -4 | -0.1
C/C(=N\Nc1ccccc1[N+](=O)[O-])c1ccc(C)c([N+](=O)[O-])c1 | -2 | 0.0 | 3 | -0.3
O=C(Cc1ccccc1)Nc1cccc(N2C(=O)C=CC2=O)c1 | -1 | 0.5 | 9 | -0.6
CCN(CC)c1ccc(N/C(N)=N/c2nc(C)cc(C)n2)cc1 (tested in a mixture with another compound) | 58* | -0.2 | 17 | 1.4
COCCSc1nnc(C2CCN(Cc3ccc(COC)o3)CC2)n1C | -1 | 1.2 | 0 | 2.9
COc1cc(C#N)ccc1OCC(=O)NCc1ccco1 | -1 | 0.1 | 8 | 2.6
CCOc1ccc(S(=O)(=O)N(CC(=O)Nc2cc(Cl)ccc2OC)c2ccccc2)cc1 | -5 | -0.1 | -3 | 1.0
O=C(CSc1nc2ccc([N+](=O)[O-])cc2s1)NCC1CCCO1 (stereo unspecified) | -3 | -0.1 | 8 | -0.7
CC(=O)c1cccc(NC(=O)/C=C/c2ccc3c(c2)OCO3)c1 | -34 | 0.1 | 17 | -0.8
CCCC(=O)Nc1nnc(SCC(=O)OCC)s1 | 2 | 0.0 | 18 | 1.2
O=C(CC1CCS(=O)(=O)C1)Nc1ccc(Cl)cc1 (stereo unspecified) | 6 | 0.7 | 10 | -0.9
CC(C)C1Cc2c(C#N)c(N)sc(=S)c2CO1 (stereo unspecified) | 2 | 0.3 | 26 | 1.5
CC(=O)N/C(=N\c1nc(C)cc(C)n1)Nc1cccc(C(F)(F)F)c1 | -2&3 | 0.1&-0.1 | -14&2 | 0.3&1.1
C=CCOC(=O)c1ccc(NC(C)=O)cc1 | -3 | 0.3 | 23 | -1.7
COc1ccccc1C1CC(=O)Nc2cc3c(cc21)OCO3 (stereo unspecified) | 53* | 0.0 | 11 | -0.6
O=c1c(Cl)c(Cl)cnn1-c1cccc(C(F)(F)F)c1 | 18 | 0.1 | 10 | -0.6
Cn1ncc(C#N)c1NC(=O)c1nn2cccnc2c1Cl | -2 | -0.1 | -10 | 0.0
COc1ccc(Br)c(C(=O)Nc2cc(C(=O)NCc3cccs3)ccc2N2CC3CC(C2)c2cccc(=O)n2C3)c1 (stereo unspecified) | -24 | 0.0 | 1 | -1.0
O=C(Nc1ccc2oc(=O)ccc2c1)C(Cl)(Cl)Cl | 9 | -0.2 | 4 | 0.5
Nc1nonc1C(=NCc1ccccc1)NO | 6 | 0.0 | -25 | -0.5
COc1ccc(N=CC2=C(O)c3ccccc3C2=O)cc1OC | 11 | 0.1 | 10 | -1.8
CSc1nsc(SCC(=O)NC2=NC(=O)C(C)S2)n1 (stereo unspecified) | -6 | 0.0 | 21 | -1.5
COc1ccc(Nc2nccc(NCCc3ccccn3)n2)cc1 | -32 | 0.2 | 16 | 1.0
COC(=O)c1cc(C)sc1NC(=O)CCC(=O)O | 4 | -0.2 | -2 | 1.1
O=C(OCc1c(F)cccc1Cl)c1cc(S(=O)(=O)N2CCOCC2)ccc1F | 4 | 0.0 | 0 | -0.2
CC(NC(=O)c1ccc(Cl)cc1)C(=O)NC(C)(C)CO (stereo unspecified) | 2 | 0.0 | -8 | -0.8
CS(=O)(=O)Nc1ccc(-c2cn3cccnc3n2)cc1 | -9 | -0.1 | -13 | -0.4
COCCNC(=O)c1ccc2nc(-c3ccc(OC)cc3)c(-c3ccc(OC)cc3)nc2c1 | 8 | 0.4 | -7 | 0.6
O=[N+]([O-])c1nn(-c2cccc(Cl)c2)n(O)c1=Nc1ccccc1 | -7 | -0.2 | 18 | -1.7
CCC(C)(C(=O)NC1CCCCC1)N(C)C(=O)c1ccccn1 (stereo unspecified) | 0 | -0.1 | -8 | -2.2
COc1ccc(N2C(=O)/C(=C/c3ccc([N+](=O)[O-])cc3)N=C2C)cc1 | 1 | 0.3 | -3 | 1.8
COc1ccc(CCNC(=O)c2cccc(NC3CCN(Cc4ccccc4)CC3)n2)cc1 | -1 | 0.1 | 6 | 0.0
Cc1ccc(S(=O)(=O)NCC(=O)OCC(=O)c2ccc(-c3ccccc3)cc2)cc1 | -14 | 0.0 | -8 | 0.6
O=C(O)/C=C/C(=O)Nc1ccc(S(=O)(=O)NCc2ccco2)cc1 | 5 | -0.6 | 21 | 1.5
O=C(O)CCN(C(=O)C1C2C=CC(C2)C1C(=O)O)c1ccccc1 (stereo unspecified) | -8 | -0.1 | -1 | 1.6
C=CCc1ccc(OCC(O)CN2CCCCC2C)c(OC)c1 (stereo unspecified) | 2 | 0.0 | 3 | 0.2
CCOc1ccccc1C(=O)Nc1cc(C)on1 | 10 | 0.0 | 0 | -0.1
NC(=O)CSc1nnc(COc2ccc([N+](=O)[O-])cc2)n1-c1ccccc1 | -10 | -0.2 | -7 | 0.0
CCC(C)NS(=O)(=O)c1ccc(NC(=O)CCCOc2ccccc2)cc1 (stereo unspecified) | 4 | 0.0 | 0 | 0.7
CCOc1cc(C2NC(=O)NC(O)(C(F)(F)F)C2C(=O)c2ccccc2)ccc1OC (stereo unspecified) | -6 | 0.2 | 4 | 0.2
CCOc1ccc(N2C(=O)/C(=C\c3ccc(OC)c(O)c3)S(=O)(=O)C2c2cccc([N+](=O)[O-])c2)cc1 (stereo unspecified) | -6 | -0.2 | -3 | 1.2
COc1ccc(/C=C2\SC(=S)NC2=O)cc1Cl | -12 | 0.1 | -2 | 2.6
CC1=C(C(=O)Nc2nc3ccccc3s2)C(c2ccsc2)C2=C(CCCC2=O)N1 (stereo unspecified) | 12 | 0.1 | -6 | 0.5
CC1(c2ccccc2)OC(=O)C2C3CCCCC3=C3CCCCC3C21 (stereo unspecified) | 0 | 0.0 | -3 | -0.6
